Bioassay records from PubChem BioAssay.
RTF Ca sens inh = cardiac RTF calcium desensitization. IANBD-labeled cardiac RTF, Ca2+ fluorescence. inhibition, % at 7.15 µM. actives 0.12% (n = 340,000). AID 493244;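 active = inhibition above the mean inhibition of all tested compounds plus 3 SD, cut at about 17% in these data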;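 note: assay run at fixed EC70 calcium of 1.6 mM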
RTF Ca sens act = increases calcium sensitivity of human cardiac regulated thin filaments | actives 0.24% (n = 340,000) | activation, % at 7.2 µM | IANBD-labeled TnC RTF fluorescence at EC20 calcium; 0% EC20 calcium, 100% full calcium | P19429+P45379;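 active = activation above the mean over all tested compounds plus 3 SD, cut at about 30% in these data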;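 note: rise in fluorescence read as greater calcium sensitivity of cardiac thin filaments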
LANA DNA inh = KSHV C-LANA DNA binding inhibition. MBP-C-LANA/FAM-LBS DNA binding, fluorescence polarization. inhibition, % at 9 µM. actives 0.078% (n = 340,000). AID 504423;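 active = highest replicate inhibition at or above 60% at 9 µM, even if other replicates fall short; inactive = all replicates below 60% inhibition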;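 note: 0% = neutral control wells and 100% = 4 µM acridine orange control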
MOR-DOR inv ag = mu-delta opioid heterodimer inverse agonism. P35372+P41143. cell-based MOR-DOR heterodimer luminescence. inhibition, % at 9.3 µM. actives 0.21% (n = 340,000); in the data active = inhibition above about 22%, passing the limit was not always enough;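 note: 0% = cells with DMSO and 100% = wells without cells with DMSO; values of inactives mirror those of a sister screen read the other way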
CAL PDZ FP = CAL PDZ (human) peptide binding inhibition; Q9HD26; purified CAL PDZ, TMR-peptide fluorescence polarization, 1 h; inhibition, % at 24.9 µM; actives 0.92% (n = 300,000); AID 602252;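 active = mean inhibition of at least 30% with at least half of replicates also reaching 30%; inconclusive = no clear call, values can overlap the other calls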;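 note: 0% = DMSO neutral control and 100% = excess unlabeled competitor peptide PRC23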
V-ATPase pHluor = yeast V-ATPase proton transport regulation by pHLuorin; S. cerevisiae, pHLuorin cytosolic pH fluorescence; response, % at 10 µM; actives 0.37% (n = 350,000); AID 504577; in the data active = response mostly above about 7.3%, no sharp cut-off; inactive = mostly below about 5.4%; note: actives read high; inactives centre near 0; some compounds called inactive have numbers as strong as hits; reference of the scale not given here
MOR-DOR ag = OPRM1-OPRD1 heterodimerization agonism; P35372+P41143; cells, luminescence; activation, % at 9.3 µM; actives 0.3% (n = 340,000); AID 504326; in the data active = activation above about 18%;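 note: 0% = vehicle-treated cells and 100% = reference agonist; values of inactives mirror those of a sister screen read the other way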
Keap1-Nrf2 PPI = Keap1-Nrf2 (human) interaction inhibition | Q14145 | Keap1 Kelch-Nrf2 peptide fluorescence polarization, 1536-well | inhibition, % at 9.4 µM | actives 0.15% (n = 340,000) | AID 504523; in the data active = inhibition above about 12%; inconclusive = no clear call, values can overlap the other calls; inactive = below about 7.3%;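 note: human Keap1 Kelch domain with fluorescein labeled Nrf2 9mer peptide probe; 0% = neutral control wells and 100% = peptide positive control; higher means more block of Keap1 binding to Nrf2 peptide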
Target sequence (Q14145 whole entry, looked up, the tested form may be a part): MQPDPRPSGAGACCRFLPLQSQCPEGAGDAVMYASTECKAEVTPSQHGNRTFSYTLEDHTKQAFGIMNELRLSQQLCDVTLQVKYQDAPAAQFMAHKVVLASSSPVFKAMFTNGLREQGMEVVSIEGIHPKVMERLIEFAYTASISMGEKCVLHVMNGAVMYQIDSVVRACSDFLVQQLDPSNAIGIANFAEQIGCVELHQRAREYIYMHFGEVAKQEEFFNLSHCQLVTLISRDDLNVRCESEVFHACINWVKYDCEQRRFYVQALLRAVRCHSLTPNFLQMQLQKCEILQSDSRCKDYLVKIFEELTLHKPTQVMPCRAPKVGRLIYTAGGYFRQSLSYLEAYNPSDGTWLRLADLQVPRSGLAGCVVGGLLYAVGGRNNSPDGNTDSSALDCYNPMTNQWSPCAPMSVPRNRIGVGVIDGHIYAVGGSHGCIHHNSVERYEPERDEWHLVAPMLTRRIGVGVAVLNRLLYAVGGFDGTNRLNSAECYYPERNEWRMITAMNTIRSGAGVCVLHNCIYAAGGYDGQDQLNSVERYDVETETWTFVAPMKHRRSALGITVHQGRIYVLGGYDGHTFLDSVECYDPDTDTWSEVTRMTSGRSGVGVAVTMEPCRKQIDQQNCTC
HTR5A ag ctr = HTR5A agonism, opioid heterodimer counter-screen | HTR5A agonist assay, luminescence, cell-based | activation, % at 9.3 µM | actives 0.61% (n = 340,000) | AID 504692; in the data active = activation mostly above about 9.5%, no sharp cut-off; inactive = mostly below about 7.6%;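 note: 0% = cells with vehicle only and 100% = reference agonist; strong numbers were not always called active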
Target sequence (P47898 whole entry, looked up): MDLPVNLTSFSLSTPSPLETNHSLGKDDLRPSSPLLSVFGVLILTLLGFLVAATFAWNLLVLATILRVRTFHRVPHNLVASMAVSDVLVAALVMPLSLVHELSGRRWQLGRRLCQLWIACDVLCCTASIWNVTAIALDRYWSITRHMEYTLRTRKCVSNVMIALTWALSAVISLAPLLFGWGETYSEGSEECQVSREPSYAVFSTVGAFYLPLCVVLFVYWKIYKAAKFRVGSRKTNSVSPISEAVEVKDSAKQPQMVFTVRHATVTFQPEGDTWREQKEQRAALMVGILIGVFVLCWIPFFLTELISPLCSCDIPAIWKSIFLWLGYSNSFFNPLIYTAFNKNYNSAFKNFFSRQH
HTR5A inv ctr = counter-screen for OPRM1-OPRD1 inverse agonists: human HTR5A inverse agonism. P47898. HTR5A cell line, luminescence. inhibition, % at 9.3 µM. actives 0.083% (n = 340,000). AID 504634; in the data active = inhibition mostly above about 23%, no sharp cut-off; inactive = mostly below about 18%;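 note: 0% = cells with DMSO and 100% = no-cell wells with DMSO; some compounds called inactive have numbers as strong as hits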
* = called active by the depositor; ? = inconclusive; . = no result given.

SMILES	RTF Ca sens inh	RTF Ca sens act	LANA DNA inh	MOR-DOR inv ag	CAL PDZ FP	V-ATPase pHluor	MOR-DOR ag	Keap1-Nrf2 PPI	HTR5A ag ctr	HTR5A inv ctr
CCN(CC)CCN(C)C(=O)c1ccc(OC2CCN(C(=O)C3CC3)CC2)cc1	-19	7	0.7	14	-3	-1	-2.4	0	1	-3
O=C(O)CCc1ccc(-c2cccs2)n1NC(=O)c1cccs1	1	-2	0.7	14	0	-3	-2.7	-4	-1	11
Cc1cc(-c2ccccc2)n(-c2ccc(C(=O)NC(C)C)cc2)n1	-13	11	1.4	8	-2	-2	-1.4	-1	4	1
CC(=O)Nc1ccc(-c2nc3cc(Cl)ccc3o2)cc1	-2	-2	1.8	16	-7	0	-3.1	-1	1	-4
COc1ccc(NC(=O)CCNS(=O)(=O)c2cc(Br)cnc2N)c(OC)c1	-7	-5	0.7	7	-5	-4	-1.3	2	-2	9
Cc1cccc(NS(=O)(=O)c2ccc(C)c(C(=O)NCC(c3cccs3)N(C)C)c2)c1 (stereo unspecified)	0	-10	-0.3	-73	6	3	14	4	-2	-7
COc1ccc(-c2c3c(=O)n(C)c(=O)n(C)c3cn2-c2ccc(O)cc2)cc1	-11	2	0.1	-4	-3	3	0.7	-1	2	0
O=C(O)c1cc(S(=O)(=O)N2CCN(C(=O)c3ccco3)CC2)c(Cl)cc1Cl	-6	1	1.9	4	-1	-8	-0.7	-1	-1	2
O=C1CSc2ccc(S(=O)(=O)N3CCN(c4ccccc4F)CC3)cc2N1	7	-2	-0.8	-33	2	-3	6.4	-2	0	-1
NC(=O)c1ccc(Oc2ccc3c(c2)CCC3)c([N+](=O)[O-])c1	12	6	-0.5	-15	28	-2	2.8	-4	1	-2
Cc1ccc(OCc2n[nH]c(=S)n2C2CCCCC2)cc1	0	-10	-0.3	-24	-3	-2	4.0	-6	1	8
COc1ccc(C(CNC(=O)c2oc3ccc(C)cc3c2C)N2CCCCC2)cc1 (stereo unspecified)	1	-4	-0.3	25	.	0	-5.0	1	-7	-1
CCCCNC(=S)N1CCN(c2nc3ccccc3s2)CC1	2	11	-0.4	4	-3	-3	-0.7	-3	4	0
CN(C(=O)c1nn(C)c2c1CSc1ccccc1-2)c1ccc(F)cc1	-5	3	-0.9	10	0	4	-1.9	0	2	-8
O=C(COC(=O)c1cccnc1Nc1cccc(C(F)(F)F)c1)NCc1ccc2c(c1)OCO2	3	1	1.0	-1	-8	5	0.2	-7	6	-8
c1ccc2c(C3=NNC(=NC4CC4)SC3)c[nH]c2c1	-7	6	-2.7	-12	-4	1	2.0	1	-5	16
CC(C)C(NS(=O)(=O)c1ccccc1)C(=O)N1CCCC1 (stereo unspecified)	-13	10	1.3	3	.	2	-0.5	-4	2	1
CCN1CCN(S(=O)(=O)c2ccc(OC)c(NC(=O)c3ccccc3F)c2)CC1	-6	1	1.6	0	-3	1	-0.1	1	2	3
O=S1(=O)N=C(N(CCO)/N=C/c2ccncc2)c2ccccc21	5	12	-0.6	8	-5	1	-1.6	-7	1	-3
CCCCN(C)CCNC(=O)c1nn(-c2ccc(OC)cc2)c(=O)c2c1c1ccccc1n2C	-18	3	-1.1	2	-5	-1	-0.2	1	-1	12
CCN(CC)CCCNC(=O)CCC(=O)NNc1nc2ccccc2c2nc(C)nn12	5	-5	-2.3	8	-8	3	-1.6	1	1	6
COc1ccc(CN=Cc2c(C(F)(F)F)[nH][nH]c2=O)cc1	-5	15	-0.6	8	-1	-4	-1.3	-8	0	5
COCCCN1C(=O)c2ccc(C(=O)O)cc2C1=O	-9	-9	-1.7	-3	-2	6	0.6	2	6	15
O=C(C(=O)N1CCN(C(=O)c2ccco2)CC1)c1c[nH]c2ccccc12	-6	2	-1.0	14	-4	1	-2.8	-5	-4	9
CCc1ccccc1NC(=O)CC1S/C(=N\c2nccs2)N(CC)C1=O (stereo unspecified)	-1	-1	-0.6	13	.	1	-2.6	-1	-3	5
COc1ccc(-c2cc(C(=O)N3CCCCC3)no2)cc1OC	-2	-1	0.7	18	.	5	-3.5	0	0	8
N#CC12COC3(CCCCC3C1(C#N)C#N)OC2=N (stereo unspecified)	-26	21	30	-16	-2	1	3.0	?	5	-26
O=C(CN1C(=O)COc2ccc(Cl)cc21)Nc1nccs1	-1	-4	-0.5	-6	-4	0	1.6	3	-2	6
COc1ccc(OC)c(NC(=O)CSc2nc(O)cc(=O)n2CC(C)C)c1	3	-11	1.6	10	.	3	-2.0	-4	1	-4
CCCOc1ccc(C(CC(=O)O)NC(=O)C23CC4CC(CC(C4)C2)C3)cc1 (stereo unspecified)	-4	-3	0.6	3	-1	1	-0.5	3	-2	-4

Three entries from above, sorted by their value in MOR-DOR ag, falling:
| structure | RTF Ca sens act | LANA DNA inh | MOR-DOR inv ag | CAL PDZ FP | V-ATPase pHluor | MOR-DOR ag | Keap1-Nrf2 PPI |
| --- | --- | --- | --- | --- | --- | --- | --- |
| O=C(CN1C(=O)COc2ccc(Cl)cc21)Nc1nccs1 | -4 | -0.5 | -6 | -4 | 0 | 1.6 | 3 |
| COCCCN1C(=O)c2ccc(C(=O)O)cc2C1=O | -9 | -1.7 | -3 | -2 | 6 | 0.6 | 2 |
| O=S1(=O)N=C(N(CCO)/N=C/c2ccncc2)c2ccccc21 | 12 | -0.6 | 8 | -5 | 1 | -1.6 | -7 |

5 compounds drawn at random from the list so far:
SMILES	RTF Ca sens inh	RTF Ca sens act	LANA DNA inh	MOR-DOR inv ag	CAL PDZ FP	V-ATPase pHluor	MOR-DOR ag	Keap1-Nrf2 PPI	HTR5A ag ctr	HTR5A inv ctr
CCCOc1ccc(C(CC(=O)O)NC(=O)C23CC4CC(CC(C4)C2)C3)cc1 (stereo unspecified)	-4	-3	0.6	3	-1	1	-0.5	3	-2	-4
CCN(CC)CCCNC(=O)CCC(=O)NNc1nc2ccccc2c2nc(C)nn12	5	-5	-2.3	8	-8	3	-1.6	1	1	6
CCN1CCN(S(=O)(=O)c2ccc(OC)c(NC(=O)c3ccccc3F)c2)CC1	-6	1	1.6	0	-3	1	-0.1	1	2	3
N#CC12COC3(CCCCC3C1(C#N)C#N)OC2=N (stereo unspecified)	-26	21	30	-16	-2	1	3.0	?	5	-26
CCCCN(C)CCNC(=O)c1nn(-c2ccc(OC)cc2)c(=O)c2c1c1ccccc1n2C	-18	3	-1.1	2	-5	-1	-0.2	1	-1	12

New compounds follow.
SMILES	RTF Ca sens inh	RTF Ca sens act	LANA DNA inh	MOR-DOR inv ag	CAL PDZ FP	V-ATPase pHluor	MOR-DOR ag	Keap1-Nrf2 PPI	HTR5A ag ctr	HTR5A inv ctr
Cc1ccc(F)cc1NC(=S)NCCc1ccccc1	0	7	0.6	-10	0	1	2.1	-6	-1	10
COc1ccc(OC)c(NC(=O)CCNC(=O)c2ccco2)c1	-9	0	0.9	-10	-2	-1	1.2	-3	-3	-22
O=C1c2ccsc2SCCN1Cc1ccccc1	-1	3	1.0	5	3	3	-1.0	0	-3	9
O=C(OCc1cnc(Cl)s1)c1cccs1	0	5	0.1	13	.	-3	-2.6	-5	10	-6
Cc1nnn(-c2nonc2N)c1C(=O)N/N=C/c1cccc2ccccc12	-16	-2	0.6	-108	-2	2	15	1	6	-16
CC(C)(C)c1ccc(CCC2OCC(C[N+]3(C)CCOCC3)O2)cc1 (stereo unspecified)	.	.	-0.4	.	-2	4	.	-6	.	.
COc1ccc(OC)c(CN2CCCCCC2)c1	-5	-1	-1.7	18	-3	2	-3.8	-3	1	-3
CCn1nc(C)c(CN2CCC(n3nccc3NC(=O)Cc3ccccc3)CC2)c1C	-5	2	0.1	12	-1	4	-2.2	1	7	-41
CC(C)OCCCn1c(=O)c2ccccc2n2c(CCC(=O)N3CCN(c4ccccn4)CC3)nnc12	8	1	-0.8	-1	9	-2	0.2	-3	1	4
O=C(CN1CCN(c2ccccc2)CC1)c1c[nH]c2ccccc12	-7	-3	7.1	6	-4	1	-1.4	-4	1	-2
COc1ccc2[nH]cc(CCN3C(=O)c4ccc(C(=O)O)cc4C3=O)c2c1	-2	2	0.2	18	-3	-2	-3.9	-1	27*	-96
O=C(NC1CCCC1)c1c(O)nc2sccn2c1=O	-13	3	-0.1	12	-3	-3	-1.8	4	1	11
COc1ccc(CN2CCCC(CNC(=O)c3ccc(F)cc3)C2)c(F)c1 (stereo unspecified)	8	-2	2.0	4	0	-1	-0.5	-3	-3	15
Cc1nnc(SCC(=O)NCc2ccc(F)cc2)[nH]c1=O	3	-8	-0.6	25	3	-15	-4.9	-1	4	18
O=C1CC(NS(=O)(=O)c2ccccc2F)CN1c1ccc2c(c1)OCCO2 (stereo unspecified)	-7	3	0.2	3	-5	-1	-0.5	-5	-2	4
CC(=O)c1cccc(CN(C)CC2CCCN(CCc3ccccc3C)C2)c1 (stereo unspecified)	-6	-2	-2.8	-3	4	1	0.6	-2	-4	14
CSc1ncccc1C(=O)NC1CCCCCC1	-10	6	-2.3	5	.	9	-0.8	-3	-2	-21
Cc1ccc(OCC(=O)NCCNC(=O)c2ccncc2)cc1C	-17	5	-0.3	-4	0	-2	0.6	-4	-3	7

A draw from above in order of molar mass, highest first:
SMILES	RTF Ca sens inh	RTF Ca sens act	LANA DNA inh	MOR-DOR inv ag	CAL PDZ FP	V-ATPase pHluor	MOR-DOR ag	Keap1-Nrf2 PPI	HTR5A ag ctr	HTR5A inv ctr
COc1ccc(CN2CCCC(CNC(=O)c3ccc(F)cc3)C2)c(F)c1 (stereo unspecified)	8	-2	2.0	4	0	-1	-0.5	-3	-3	15
Cc1nnn(-c2nonc2N)c1C(=O)N/N=C/c1cccc2ccccc12	-16	-2	0.6	-108	-2	2	15	1	6	-16
Cc1ccc(OCC(=O)NCCNC(=O)c2ccncc2)cc1C	-17	5	-0.3	-4	0	-2	0.6	-4	-3	7
COc1ccc(OC)c(NC(=O)CCNC(=O)c2ccco2)c1	-9	0	0.9	-10	-2	-1	1.2	-3	-3	-22
Cc1ccc(F)cc1NC(=S)NCCc1ccccc1	0	7	0.6	-10	0	1	2.1	-6	-1	10
